Screens: PubChem BioAssay, several laboratories
human PMI inhibitors: human PMI inhibitors, high substrate, primary screen, biochemical, fluorescence intensity, high mannose 6-phosphate (AID 1220); recombinant PMI enzyme, coupled fluorescence intensity; higher % means a stronger effect; one-dose inhibition, % at 20 µM; IC50 in µM for titrated hits; hit rate 0.66% among 190,000
Myeloid diff MLP: myeloid differentiation induction. ER-HoxA9 myeloid progenitors, lysozyme-GFP differentiation, flow cytometry. calls only at 10 µM. hit rate 1% among 360,000. AID 624256;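 active = normalized GFP-positive differentiation at or above the plate's own cutoff, the solvent-only control mean plus 3 SD; inconclusive = no clear call, values can overlap the other calls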;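 note: cells exposed to compound for four days before flow analysis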
XIAP antagonists: small molecules displacing peptide from XIAP – biochemical, IAP family, fluorescence polarization (AID 1018); XIAP BIR domain, fluorescence polarization peptide displacement; higher % means a stronger effect; one-dose displacement, % at 20 µM; IC50 in µM for titrated hits; hit rate 0.007% among 200,000; in the data active = displacement above about 50%; note: a part of the inactive calls stands beside numbers as strong as those of hits
human PMI inhibition: inhibitors of human PMI, primary screen, biochemical, fluorescence intensity, coupled assay (AID 1209) | purified PMI enzyme, coupled fluorescence intensity; higher % means a stronger effect | one-dose inhibition, % at 20 µM; IC50 in µM for titrated hits | hit rate 0.42% among 190,000;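 note: plate controls were DMSO vehicle for no effect and wells lacking substrate for full effect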
RSV antiviral HEp-2: inhibition of RSV-induced cytopathic effect – HEp-2 cells, primary 10 µM value included (AID 2391). HEp-2 cells, RSV-induced CPE inhibition; higher % means a stronger effect. CPE inhibition, % at 10 µM; hits with a dose series show IC50 in µM. hit rate 0.13% among 310,000; in the data active = a potency from the dose series; inconclusive = CPE inhibition mostly from about 23% at the one dose, without a potency; inactive = the rest, 99 in 100 with CPE inhibition below about 21%; note: strong numbers were not always called active
TNAP activation fold: stimulation of alkaline phosphatase TNAP activity – biochemical, luminescent, no phosphate acceptor, uHTS, primary screen (AID 1001) | purified TNAP, luminescent activation assay, no phosphate acceptor; higher activation fold means a stronger effect | one-dose activation fold at 20 µM; EC50 in µM for titrated hits | hit rate 0.03% among 200,000; in the data active = activation fold from about 3, or a potency from the dose series; inactive = the rest, 99 in 100 with activation fold below about 1.6; note: many of its hits are not listed in these tables
Salmonella PhoP GFP: PhoP-dependent GFP reporter repression – Salmonella Typhimurium, primary screen (AID 1863); hit rate 0.16% among 300,000; S. Typhimurium PhoP-regulated promoter GFP reporter, 4 h; higher % means a stronger effect; inhibition, % at 50 µM; hits with a dose series show IC50 in µM;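 active = inhibition over 29.93%, a cutoff 3 SD above the screen mean, later confirmed by dose response; inconclusive = inhibition over 29.93% but no dose response follow-up; inactive = inhibition at most 29.93% or unconfirmed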;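 note: 0% = low Mg2+ inducing control and 100% = high Mg2+ repressing control; strong numbers were not always called active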
WT yeast gro inh: growth inhibition of WT yeast, mitochondrial fusion screen; mitochondrial fusion phenotypic screen, WT strain; AID 1362; hit rate 2.1% among 190,000; inhibition, % at 10 µM; in the data active = inhibition above about 58%; tested in S. cerevisiae
SIAH1 antagonists: Siah-1 peptide-binding antagonists, primary screen, biochemical, fluorescence polarization, rhodamine-plectin, uHTS (AID 1817); Siah-1 / rhodamine-plectin peptide fluorescence polarization; higher % means a stronger effect; one-dose displacement, % at 20 µM; IC50 in µM for titrated hits; hit rate 0.02% among 290,000;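 active = displacement of at least 50% at 20 µM, with a fluorescence ratio check between 0.3 and a set limit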;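 note: plate controls were Siah plus tracer with DMSO for no effect and tracer alone without Siah for full effect; strong numbers were not always called active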
WT yeast gro inh mutant strain: also measured in WT yeast gro inh; calls as there; inhibition, %; mitochondrial fusion phenotypic screen, mutant strain inhibition
Myeloid diff MLP GFP+ MAC1+ %: also measured in Myeloid diff MLP; calls as there; GFP+ MAC1+ double positive, %; measured here: differentiation confirmed by MAC1 staining
* = called active by the depositor; i = inactive; u = inconclusive; x = not tested or not shown; + = active, no number. Cut-off read from the data, not from the text of the source, unless noted: active = inhibition above about 50%; inactive = the rest.

SMILES | human PMI inhibitors | Myeloid diff MLP | Myeloid diff MLP GFP+ MAC1+ % | XIAP antagonists | human PMI inhibition | RSV antiviral HEp-2 | TNAP activation fold | Salmonella PhoP GFP | WT yeast gro inh | WT yeast gro inh mutant strain | SIAH1 antagonists
COc1ccc(/C=N/NC(=O)c2[nH]c3ccc(Br)cc3c2-c2ccccc2)cc1 | -2% | u | x | -6.0% | 3% | 3.9% | 1 | 17% | -6 | -41 | -3%
COc1cc2[nH]c(=O)n(CCCC(=O)N3CC=C(c4ccccc4)CC3)c(=O)c2cc1OC | -12% | + | 15* | 0.0% | 1% | 4.4% | 1 | -8% | 4 | 3 | 2%
CCOc1ccc(C(c2c(NC(=O)c3ccccc3)sc(C)c2C)N2CCN(CCO)CC2)cc1 (stereo unspecified) | 3% | i | 0.5 | 1.0% | 22% | 15% | 1.1 | 5% | 68* | 36* | -9%
CC(=O)c1ccn(S(=O)(=O)c2ccccc2)c1 | -2% | i | 1.1 | -4.1% | 1% | 1.0% | 1.1 | 3% | -3 | 18 | 4%
Cc1ccc(S(=O)(=O)c2c(C)nn(C(C)(C)C)c2OC(=O)c2ccc(Br)o2)cc1 | 19% | i | 0.9 | -3.0% | 22% | 14% | 1 | -6% | 57 | 3 | 4%
CSc1nsc(SC)c1C(=O)N1CCN(S(=O)(=O)c2ccc(C)cc2)C1C (stereo unspecified) | 1% | i | 1.1 | -5.1% | 0% | 2.6% | 1.1 | 4% | -1 | 1 | 5%
O=C(Nc1ccc2c(c1)OCCO2)c1cccnc1 | -15% | i | 0.2 | -1.7% | -16% | 1.7% | 1.2 | -5% | -9 | 6 | 6%
O=C1NCCNC(=O)c2ccccc2OCCOc2ccccc21 | 5% | i | 0.5 | -16% | -3% | 1.4% | 1 | 6% | -5 | 0 | 6%
COc1ccc(C2=NN(C(=O)CCC(=O)O)C(c3ccc(F)cc3)C2)cc1 (stereo unspecified) | x | i | 0.2 | x | x | 1.5% | x | -5% | x | x | -2%
CC1=C(C(=O)N(C)Cc2ccccc2)C2(CCC(C)CC2)OC1=O (stereo unspecified) | 4% | i | 0.7 | -12% | 4% | 0.9% | 1.1 | 0% | 13 | -6 | -1%
CCCCOc1ccccc1/C=N/NC(=O)CC#N | 14% | i | 0.2 | -4.1% | 5% | 3.5% | 1 | 7% | 3 | -20 | -4%
O=C(c1cc(-c2ccccc2)on1)N1CCN(c2ccccc2)CC1 | x | i | 0.6 | x | x | 8.3% | x | -3% | x | x | 2%
COc1cc(N)ccc1C(=O)O | -3% | i | 0.5 | -6.5% | 16% | 1.5% | 1.1 | -7% | 5 | 17 | 5%
O=S(=O)(c1ccc(NC(=S)N/N=C/c2ccc(N3CCOCC3)cc2)cc1)N1CCOCC1 | -5% | i | 0.2 | -0.8% | -6% | 8.1% | 0.9 | 10% | -14 | 6 | -10%
COC(=O)CSc1ncnc2c1sc1nc(-c3ccco3)c3c(c12)CC(C)(C)OC3 | -46% | x | x | -8.2% | -16% | 3.0% | 1 | -2% | 14 | 9 | -2%
Cc1ccc(Cl)c(OCC(=O)N2CCc3ccccc3C2)c1 | x | i | 0.3 | x | x | 9.7% | x | -1% | x | x | -1%
O=C1C=C(Nc2ccccc2)c2ccccc2C1=O | 65%* | u | x | -7.3% | 11% | x | 0.9 | 4% | 74* | 72* | 45%
CCN(CC)CCNC(=O)c1ccc(NC(=O)COc2ccccc2F)cc1 | -8% | i | 0.3 | -0.3% | -8% | 0.2% | 1.2 | 0% | -5 | -2 | -1%
Cc1ccc(OCC(=O)c2cc(C)c(C)cc2C)c([N+](=O)[O-])n1 | 4% | i | 0.6 | -5.4% | 8% | 2.5% | 1.1 | -4% | 10 | -14 | -4%
COCCn1nnnc1C(c1ccccc1OC)N1CCN(c2ccccc2)CC1 (stereo unspecified) | -10% | i | 0.7 | -3.8% | -13% | 1.4% | 1.2 | 0% | -13 | -12 | 4%
CC(C)(C)NC(=O)COC(=O)c1cc(Br)ccc1Cl | 0% | i | 0.0 | -1.6% | 8% | 2.2% | 1.1 | -10% | -60 | -30 | -1%
C/C(=N\NC(=O)C(c1ccccc1)c1ccccc1)c1ccccn1 | -5% | u | x | -6.1% | -5% | 10% | 1.1 | 1% | 56 | -24 | 13%
C=CCNC(=O)c1ccccc1NC(=O)c1ccccc1 | -6% | i | 7.2 | -4.0% | 0% | 1.7% | 1.1 | -3% | 10 | 21 | -2%
Clc1ccc2c(c1)c1cc(Cl)ccc1n2CN1CCOCC1 | 11% | i | 0.4 | -5.9% | 9% | 34% | 1 | -3% | 97 | 97 | 8%
C=CCn1c(-c2cccn(Cc3cccc(Cl)c3)c2=O)n[nH]c1=S | -3% | i | 0.7 | -2.2% | -7% | -1.7% | 0.7 | -8% | 7 | 16 | -1%
O=C(CSc1nnc(-c2ccco2)n1-c1ccccc1)NCc1ccc2c(c1)OCO2 | 3% | i | 6.0 | -4.5% | 5% | -0.2% | 1 | -13% | -11 | 3 | -3%
Cn1c(SCC(=O)NCCc2ccccc2)nnc1-c1ccncc1 | -11% | i | 1.0 | -0.8% | -8% | 1.5% | 1.1 | -8% | 2 | 0 | 0%
CCO[C@H]1OC(C(=O)N2CCN(Cc3ccc4c(c3)OCO4)CC2)=C[C@@H](c2ccc(C(F)(F)F)cc2)[C@@H]1CCCO | 11% | i | 1.3 | -2.8% | 18% | -1.6% | 1.1 | 2% | 39 | 15 | 5%
CCOc1cc(/C=N/NC(=O)Nc2ccccc2)ccc1O | 14% | i | 0.3 | -4.8% | 12% | 3.7% | 1 | 0% | -6 | -5 | -1%
CCCNC(=O)OCCC12CC3CC(CC(C3)C1)C2 | 8% | i | 0.5 | 5.1% | 1% | 5.9% | 1.1 | 2% | 36 | 17 | -8%
Cc1nnc(NC(=O)c2nc(S(=O)(=O)Cc3ccccc3)ncc2Cl)s1 | x | i | 2.0 | x | x | -2.2% | x | -1% | x | x | -3%
O=C(CCCSc1nc(-c2ccco2)cc(C(F)(F)F)n1)Nc1ccc2c(c1)OCO2 | 15% | i | 0.9 | 0.7% | 18% | 4.0% | 1 | 11% | 31 | -4 | -5%
COC(=O)C1C2C=CC3(CN(CCc4ccccc4)C(=O)C13)O2 (stereo unspecified) | -8% | i | 0.4 | -2.5% | -6% | 0.6% | 1.1 | -6% | -3 | -9 | -6%
Cn1c(CNC(=O)C(Cc2ccccc2)NC(=O)c2cccc(F)c2)cc(=O)n(C)c1=O (stereo unspecified) | x | i | 0.7 | x | x | -0.2% | x | -7% | x | x | 1%
Cc1ccc(S(=O)(=O)N2CC3CCCC2C3)cc1 (stereo unspecified) | x | i | 0.2 | x | x | 0.5% | x | -7% | x | x | -10%
CSc1ncccc1C(=O)NCCc1ccc(S(N)(=O)=O)cc1 | x | i | 0.9 | x | x | 2.0% | x | -5% | x | x | -1%
COc1cc(C2C(C(C)=O)=C(O)C(=O)N2c2ccc(Br)cn2)ccc1O (stereo unspecified) | 8% | i | 0.6 | -4.9% | 7% | 4.8% | 1 | 3% | 15 | -11 | 10%
O=c1[nH]cnc2cc(-c3ccccc3)sc12 | -8% | i | 1.3 | -2.0% | -1% | -3.4% | 1.1 | 29% | 1 | 10 | -2%
COc1cc([N+](=O)[O-])ccc1NC(=O)COC(=O)c1n[nH]c2ccccc12 | 18% | i | 0.5 | -2.9% | 4% | 1.2% | 1.2 | -5% | 11 | 16 | 22%
CCN(CC)S(=O)(=O)c1cccc(NC(=S)NC(=O)/C=C/c2ccc(S(=O)(=O)N3CCOCC3)cc2)c1 | -13% | i | 0.9 | -0.2% | -5% | 4.0% | 0.9 | -10% | -2 | -18 | 1%
CCOc1ccc(C(CC(=O)O)NC(=O)c2cccs2)cc1OC (stereo unspecified) | -10% | i | 0.2 | -8.2% | -5% | 1.3% | 1.1 | -6% | -5 | -7 | 2%
COc1ccc(CNC(=O)c2ccc(CS(=O)(=O)c3ccccc3C)o2)cc1 | x | i | 0.6 | x | x | 2.7% | x | 1% | x | x | -3%
COc1ccc(OCC(=O)OCC(=O)NCc2ccc(F)cc2)cc1 | -4% | i | 0.3 | -2.4% | 6% | 1.7% | 1.1 | 2% | -4 | -2 | 8%
Clc1ccc(OCc2nc(-c3ccc(Br)o3)no2)cc1 | -2% | i | 2.7 | -2.1% | 0% | 2.3% | 1.2 | 2% | 3 | -8 | 3%
Cc1cc(NC(=O)CCN2C(=O)/C(=C/c3ccccc3Cl)SC2=S)no1 | -4% | i | 0.4 | -0.6% | 7% | 2.0% | 1 | -7% | -2 | 14 | 0%
O=C(COc1ccc(Br)cc1CO)Nc1ccc(F)cc1 | 2% | i | 0.7 | -3.4% | 3% | 22% | 1.1 | 10% | 8 | -12 | -2%
COc1ccc(NC(=O)CCc2ccc(OC)c(OC)c2)cn1 | x | i | 0.7 | x | x | 1.1% | x | 1% | x | x | 2%
CC(=O)Nc1ccc(C(=O)Nc2ccc(S(=O)(=O)NCC3CCCO3)cc2)cc1 (stereo unspecified) | 5% | i | 1.0 | -2.9% | 4% | -0.5% | 1.1 | 8% | 4 | -9 | -1%

Reformatted as labelled records: entries from further up.
O=C(COc1ccc(Br)cc1CO)Nc1ccc(F)cc1
  human PMI inhibitors = 2%
  Myeloid diff MLP = i
  Myeloid diff MLP GFP+ MAC1+ % = 0.7
  XIAP antagonists = -3.4%
  human PMI inhibition = 3%
  RSV antiviral HEp-2 = 22%
  TNAP activation fold = 1.1
  Salmonella PhoP GFP = 10%
  WT yeast gro inh = 8
  WT yeast gro inh mutant strain = -12
  SIAH1 antagonists = -2%

COc1ccc(NC(=O)CCc2ccc(OC)c(OC)c2)cn1
  human PMI inhibitors = x
  Myeloid diff MLP = i
  Myeloid diff MLP GFP+ MAC1+ % = 0.7
  XIAP antagonists = x
  human PMI inhibition = x
  RSV antiviral HEp-2 = 1.1%
  TNAP activation fold = x
  Salmonella PhoP GFP = 1%
  WT yeast gro inh = x
  WT yeast gro inh mutant strain = x
  SIAH1 antagonists = 2%

Filtered by structure: the entries above with a tert-butyl group.
SMILES | human PMI inhibitors | Myeloid diff MLP | Myeloid diff MLP GFP+ MAC1+ % | XIAP antagonists | human PMI inhibition | RSV antiviral HEp-2 | TNAP activation fold | Salmonella PhoP GFP | WT yeast gro inh | WT yeast gro inh mutant strain | SIAH1 antagonists
Cc1ccc(S(=O)(=O)c2c(C)nn(C(C)(C)C)c2OC(=O)c2ccc(Br)o2)cc1 | 19% | i | 0.9 | -3.0% | 22% | 14% | 1 | -6% | 57 | 3 | 4%
CC(C)(C)NC(=O)COC(=O)c1cc(Br)ccc1Cl | 0% | i | 0.0 | -1.6% | 8% | 2.2% | 1.1 | -10% | -60 | -30 | -1%
